TCR-CD3 inh – human TCR-CD3 binding inhibition. TAMRA-labeled TCR probe fluorescence, biochemical. inhibition, % at 9.4 µM. 360,000 tested, 0.37% active; in the data active = inhibition above about 19%;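 note: recombinant mutant TCR 2C K166C tagged with TAMRA read by polarization; 0% = receptor in buffer alone and 100% = receptor with positive control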
mABHD4 FP – inhibits mouse alpha/beta hydrolase domain 4; purified mABHD4, FP-Rh probe fluorescence polarization; inhibition, % at 8.92 µM; Q8VD66; 370,000 tested, 0.54% active;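 active = inhibition exceeding the mean over every tested compound plus 3 SD, cut at about 30% in these data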;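 note: 0% = plate median of compound wells and 100% = S159A mutant with DMSO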
Target sequence (Q8VD66 whole entry, looked up, the tested form may be a part): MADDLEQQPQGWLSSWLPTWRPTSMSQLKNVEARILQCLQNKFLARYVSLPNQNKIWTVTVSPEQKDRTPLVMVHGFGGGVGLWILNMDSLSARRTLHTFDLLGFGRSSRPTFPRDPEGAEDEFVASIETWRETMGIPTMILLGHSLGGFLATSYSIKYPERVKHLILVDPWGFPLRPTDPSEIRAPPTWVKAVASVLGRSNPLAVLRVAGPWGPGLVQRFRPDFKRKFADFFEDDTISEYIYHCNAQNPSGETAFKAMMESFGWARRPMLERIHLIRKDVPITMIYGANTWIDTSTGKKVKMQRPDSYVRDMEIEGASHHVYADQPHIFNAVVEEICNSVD
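Assay system: Wild-type mouse ABHD4 protein | Medium: HEPES pH 7.0 buffer, 150 mM NaCl, 0.01% Pluronic F-127 | Incubation: Enzyme–compound pre-incubation 45 min, then probe 60 min, both 25 °C | Technique: Fluorescence polarization with parallel and perpendicular emission, 525/598 nm | Evaluation: % inhibition of FP-Rh probe binding versus controls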
SIAE primary – blocks human sialic acid acetylesterase; Q9HAT2; SIAE FP-Rh probe binding, fluorescence polarization; inhibition, % at 9.66 µM; 370,000 tested, 0.69% active; AID 1053197;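 active = inhibition above a cutoff: mean of compounds within the control limits plus 3 SD of those, cut at about 17% in these data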;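 note: 0% = plate median of compound wells and 100% = probe without SIAE protein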
LEDGF integ inh – blocks HIV-1 LEDGF/p75-dependent DNA integration; AID 743269; inhibition, % at 3.7 µM; 370,000 tested, 0.64% active; TR-FRET IN-LEDGF/p75 DNA integration, Eu/Cy5;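 active = inhibition above the screen-wide mean plus 3 SD, cut at about 13% in these data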;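 note: signal is the Cy5 over europium emission ratio at 671 and 618 nm; 0% = plate median of compound wells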
PRMT1 inh – blocks human protein arginine methyltransferase 1; 370,000 tested, 1.3% active; inhibition, % at 2.79 µM; recombinant PRMT1, activity-based probe fluorescence polarization; Q99873;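 active = inhibition above about 21% made by adding two undisclosed values, limit read from the data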
NR1D1 modulator – Rev-erb alpha (human) modulation; Rev-erbα–FITC-DNA binding, fluorescence polarization, 90 min; P20393; 370,000 tested, 0.79% active; activity, % at 10 µM;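 active = activity above about 14%, limit read from the data; passing the limit was not always enough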;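 note: 0% = DMSO wells with 35 nM protein and 100% = DMSO wells with 750 nM protein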
rCAG RNA binder – r(CAG) repeat RNA binding | TO-PRO-1 dye displacement fluorescence | inhibition, % at 3 µM | 370,000 tested, 1.3% active;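 active = inhibition above the plate cutoff, the mean of all test compounds on that plate plus 3 SD, cut at about 35% in these data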;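 note: 0% = DMSO alone and 100% = 100 µM mitoxantrone as full dye displacement; higher means more dye released from RNA so lower well fluorescence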
HTRA1 inhibitor – HTRA1 (human) protease inhibition | Q92743 | recombinant HTRA1, FP-rhodamine activity-based probe, fluorescence polarization | inhibition, % at 5.96 µM | 340,000 tested, 0.5% active | AID 504803; in the data active = inhibition above about 36%;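 note: 0% = enzyme with DMSO and 100% = wells lacking enzyme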
PG9 Ab binder – PG9 antibody binding by small molecule | TR-FRET gp120-PG9 antibody binding | inhibition, % at 6.7 µM | 360,000 tested, 0.43% active | AID 624416; in the data active = inhibition above about 8.5%
TDP2 inh – blocks human TDP2 phosphodiesterase activity; recombinant TDP2, T5PNP hydrolysis, p-nitrophenol absorbance 415 nm; inhibition, % at 12.8 µM; 370,000 tested, 0.34% active; AID 720702;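 active = inhibition above the mean of all tested compounds plus 3 SD, set per campaign, cut at about 25% in these data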;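 note: 0% = DMSO with enzyme and 100% = buffer with substrate but no TDP2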
Target sequence (O95551 whole entry, looked up): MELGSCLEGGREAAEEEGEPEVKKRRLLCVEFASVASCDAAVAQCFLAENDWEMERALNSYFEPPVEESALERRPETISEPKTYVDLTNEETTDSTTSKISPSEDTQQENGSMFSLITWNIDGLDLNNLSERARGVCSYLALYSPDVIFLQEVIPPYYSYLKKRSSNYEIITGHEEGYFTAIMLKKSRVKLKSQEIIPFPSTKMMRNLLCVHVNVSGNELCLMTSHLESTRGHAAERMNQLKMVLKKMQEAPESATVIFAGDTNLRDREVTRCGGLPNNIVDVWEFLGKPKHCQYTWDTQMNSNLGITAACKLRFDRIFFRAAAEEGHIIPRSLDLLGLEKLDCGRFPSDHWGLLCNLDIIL
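System – recombinant human TDP2 · Amount – 120 nM TDP2 per well · Buffer or medium – Mg2+-containing Tris-HCl buffer, pH 7.5 · Reagent – T5PNP substrate, 5 mM · Dosing – 12.8 µM single point, 1% DMSO · Incubation – 2 h at 37 °C · Measured by – epi absorbance · Read-out basis – percent inhibition · Benchmarks – high control without enzyme, low control DMSO plus TDP2 · Repeats – singlicate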
The depositor's hits bear a star; / = not tested or not shown.

SMILES	TCR-CD3 inh	mABHD4 FP	SIAE primary	LEDGF integ inh	PRMT1 inh	NR1D1 modulator	rCAG RNA binder	HTRA1 inhibitor	PG9 Ab binder	TDP2 inh
Cc1ccc(CNC(=O)CCNC(=O)Cn2ccc3ccccc3c2=O)o1	6	2	-1	-1	1	-3	-2	1	0.3	-4
Cc1nn(-c2ncc(C(F)(F)F)cc2Cl)c(=O)n1-c1ccccc1F	5	2	3	-4	2	-5	-2	7	-1.3	7
Nc1nnc(SCC(=O)N2CCCCC2)s1	3	1	-12	7	-3	-6	1	1	-0.2	-9
COC(=O)c1c(C(=O)OC)c(-c2ccc(C)cc2)n2c1CCC2	-2	6	2	0	-3	-1	-6	-1	-1.9	4
Cc1ccccc1N(CC(=O)N1CCc2ccccc2C1)S(C)(=O)=O	1	9	-1	0	0	-6	-4	-7	0.9	0
COc1ccc([C@H]2CC(=O)C=C(c3c(OC)cccc3OC)C2)cc1	-1	-1	-16	-2	1	6	-5	-7	-2.8	-2
Cc1ccccc1N1CCN(S(=O)(=O)c2ccc3c(c2)n(C)c(=O)c(=O)n3C)CC1	/	3	0	1	1	3	7	/	/	-1
NC(=O)C1(Nc2ccccc2Cl)CCCC1	-7	-3	13	-3	-4	4	-1	-2	-2.3	14
O=C(/C=C/Sc1ccccc1)c1ccccc1	4	2	0	2	9	-2	-3	0	-1.0	1
CN(C)S(=O)(=O)c1cccc(COC(=O)c2ccc3c(c2)OCO3)c1	4	0	0	0	3	-2	1	-10	1.8	-3
Cc1ccc(C(c2nnnn2C2CCCCC2)N2CCN3CCCC3C2)cc1 (configuration not stated)	-2	3	1	4	0	3	-8	-3	0.9	-5
Nc1ccc(S(=O)(=O)NC2(C(F)(F)F)NC(=O)N(c3ccc(F)cc3)C2=O)cc1 (configuration not stated)	-7	4	0	-6	0	0	1	-3	-0.6	5
C[N+]1(CC(=O)OCCCc2ccccc2)CCOCC1	5	4	4	0	0	-5	3	1	-1.6	0
O=C1C=C(/C=C/C2C=CC=CC2)C[C@@H](c2ccc(Cl)cc2)C1 (some centres not stated)	-6	-11	-6	0	-1	-3	2	-61	-0.8	-18
COc1ccc(NC2CS(=O)(=O)CC2OC(=O)c2ccc(F)cc2)cc1 (configuration not stated)	9	5	1	-3	-2	-1	-2	6	-2.5	-5
O=C(O)c1ccc(NC(=O)C(c2ccccc2)c2ccccc2)cc1	9	-16	6	4	0	-5	6	1	-1.4	17
COc1ccc(NC(=O)COc2ccc(C)c(C)c2)cc1S(=O)(=O)N1CCCCC1	0	-7	-10	2	-4	2	0	-22	-1.3	-11
Cc1cccc(C(=O)O)c1[N+](=O)[O-]	9	0	-3	0	3	5	0	3	-1.6	7
Cc1ccc(S(=O)(=O)NCC(c2cccnc2)N2CCN(Cc3ccccc3)CC2)cc1 (configuration not stated)	0	-1	2	-3	3	0	-5	2	0.6	1
O=C(CN1CCN(c2ccccn2)CC1)Nc1ccc(OC(F)(F)F)cc1	4	-2	-2	2	-3	0	-9	-4	0.4	4
Cc1ccc(C(c2nnnn2C(C)(C)C)N2CCN(C3CCCC3)CC2)cc1 (configuration not stated)	4	1	-6	0	-2	-2	-5	4	1.7	5
Cc1cc(O)cc(=O)n1-c1ccc(OC(F)F)cc1	-3	11	3	-2	-3	-2	1	/	-1.8	2
COc1ccccc1C(=O)Nc1cccc2c1CCCC2	1	1	-4	1	0	-3	-2	2	-1.2	-1
Cc1oc(-c2ccccc2)cc1C(=O)Nc1cccc(/C=C/C(=O)O)c1	-5	-40	-16	0	6	4	47*	-32	-1.7	4
CCC1CCCCN1CCCNC(=O)C1CCN(c2ncnc3c2nc2n3CCCCC2)CC1 (configuration not stated)	5	-7	-4	1	-3	-9	-4	1	-2.0	-11
O=C(c1ccco1)N1CCN(C(=O)C23CC4CC(CC(C4)C2)C3)CC1	4	0	2	3	3	-1	-7	2	0.1	-3
Cc1cccc(NC(=O)[C@@H]2CC(=O)O[C@@H]2c2ccccc2)c1C	/	7	1	-3	-3	-7	-1	/	/	-2
CC(C)NC(=O)/C(C#N)=C\c1ccc(N(C)C)o1	-7	2	2	-5	-52	15*	-51	5	-30	1
COC(=O)c1ccccc1NC(=O)CSc1nncn1-c1ccccn1	7	3	1	-2	2	0	-1	2	0.7	12
C[C@@H]1CN([C@H](C)CO)C(=O)c2cc(NC(=O)Nc3ccc(C(F)(F)F)cc3)ccc2O[C@H]1CN(C)S(=O)(=O)c1ccccc1	30*	-132	-174	2	-1	1	16	-113	-3.3	-12
Cc1cccc(C)c1OCC(=O)N1CCc2ccccc2C1	2	-1	-3	0	5	-1	-5	1	-1.5	7
COc1cc(-c2ccc3oc(-c4ccsc4)c(C#CC4(O)CCCCC4)c3c2)cc(OC)c1OC	9	-41	-30	0	-2	4	15	-110	-0.5	-4
CCc1ccc(NC(=S)NCC2CCCN2CC)cc1 (configuration not stated)	4	2	6	2	1	9	-1	-6	-0.1	6
O=C(Nc1ccc(Cl)cc1F)C1CCN(S(=O)(=O)c2cccnc2)CC1	-2	-4	2	-1	3	0	2	-1	1.8	6
COc1ccccc1CN(C(=O)c1ccco1)C(C(=O)NC1CCCC1)c1ccncc1 (configuration not stated)	0	6	-7	-4	3	-2	9	-2	-0.3	12
COC(=O)C(NC=O)C(O)(Cc1ccccc1)C(F)(F)F (configuration not stated)	-1	4	4	0	-1	-1	3	-1	1.4	-13
O=C(CN(Cc1ccc2c(c1)OCO2)C(=O)CSc1nc2ccccc2o1)NC1CCCCC1	-4	4	0	-2	-2	0	-7	-12	0.2	6
COc1cccc(NC(=O)CN(C)C(C)C(=O)Nc2ccc(S(=O)(=O)N3CCCC3)cc2)c1 (configuration not stated)	-2	-7	4	2	5	-7	5	-14	-0.5	-8
Nc1nc2n(n1)C(c1cccs1)CC(c1ccccc1)N2 (configuration not stated)	-1	11	-4	4	1	8	2	0	-1.5	1
C=CCn1c(SCc2nc3ccccc3[nH]2)nnc1-c1ccc(OC)cc1	3	0	7	-1	1	6	-4	-4	-0.1	5
CCOC(=O)N1CCN(C(=O)CSc2ccc(C(=O)OC)cc2[N+](=O)[O-])CC1	1	6	0	0	4	3	6	-2	-2.0	-2
O=c1[nH][nH]cc1C=NCc1cccnc1	-11	3	-1	-1	1	-3	-1	-1	0.9	6
CCOC(=O)c1ccc(NC(=S)NCc2ccc(S(N)(=O)=O)cc2)cc1	1	-8	-6	1	1	10	6	-6	-1.8	3

Filtered by structure, the entries above containing an aryl methoxy group (eight)
SMILES	TCR-CD3 inh	mABHD4 FP	SIAE primary	LEDGF integ inh	PRMT1 inh	NR1D1 modulator	rCAG RNA binder	HTRA1 inhibitor	PG9 Ab binder	TDP2 inh
COc1ccc([C@H]2CC(=O)C=C(c3c(OC)cccc3OC)C2)cc1	-1	-1	-16	-2	1	6	-5	-7	-2.8	-2
COc1ccc(NC2CS(=O)(=O)CC2OC(=O)c2ccc(F)cc2)cc1 (configuration not stated)	9	5	1	-3	-2	-1	-2	6	-2.5	-5
COc1ccc(NC(=O)COc2ccc(C)c(C)c2)cc1S(=O)(=O)N1CCCCC1	0	-7	-10	2	-4	2	0	-22	-1.3	-11
COc1ccccc1C(=O)Nc1cccc2c1CCCC2	1	1	-4	1	0	-3	-2	2	-1.2	-1
COc1cc(-c2ccc3oc(-c4ccsc4)c(C#CC4(O)CCCCC4)c3c2)cc(OC)c1OC	9	-41	-30	0	-2	4	15	-110	-0.5	-4
COc1ccccc1CN(C(=O)c1ccco1)C(C(=O)NC1CCCC1)c1ccncc1 (configuration not stated)	0	6	-7	-4	3	-2	9	-2	-0.3	12
COc1cccc(NC(=O)CN(C)C(C)C(=O)Nc2ccc(S(=O)(=O)N3CCCC3)cc2)c1 (configuration not stated)	-2	-7	4	2	5	-7	5	-14	-0.5	-8
C=CCn1c(SCc2nc3ccccc3[nH]2)nnc1-c1ccc(OC)cc1	3	0	7	-1	1	6	-4	-4	-0.1	5

A portion of the library. The share of hits here may be higher or lower than overall.
